SENP1 inh: blocks the human SENP1 SUMO protease catalytic domain | Q9P0U3 | recombinant SENP1 catalytic domain, CyPet-SUMO1-YPet FRET cleavage | inhibition, % at 10 µM | hit rate 0.21% among 360,000 | AID 624204;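 active means inhibition at least 30% at 10 µM, raw YFP signal under a set limit, fluorescence ratio 0.5 to 1.5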;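 further: 0% = enzyme with DMSO and 100% = no enzyme wells; some results filed as inactive read as strong as hits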
Target sequence (Q9P0U3 419-644 limits assumed): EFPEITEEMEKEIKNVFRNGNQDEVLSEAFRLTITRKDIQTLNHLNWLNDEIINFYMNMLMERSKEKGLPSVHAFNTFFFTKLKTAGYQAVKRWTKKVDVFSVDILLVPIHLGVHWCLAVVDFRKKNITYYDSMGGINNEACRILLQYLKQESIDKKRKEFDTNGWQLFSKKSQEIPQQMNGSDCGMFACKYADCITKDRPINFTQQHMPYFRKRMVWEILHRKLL
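Material: hSENP1 catalytic domain, recombinant; medium: Tris pH 8 with BME, BSA, NP40 and catalase; compound: single concentration of 10 µM compound, 0.5% DMSO final; technique: FRET read of cyan and yellow fluorescence; timing: 50 min enzyme reaction, room temperature, light-protected; reagent: SFCypet-SUMO1-SFYpet substrate at 25 nM; control set: no-enzyme low, enzyme-DMSO high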
SENP8 block: inhibitors of human SENP8 protease. Q96LD8. recombinant SENP8, Nedd8 substrate fluorescence. inhibition, % at 20 µM. hit rate 0.64% among 360,000. AID 602440; in the data active means inhibition mostly above about 40%, no sharp cut-off; inactive means mostly below about 27%
Target sequence (Q96LD8 whole entry, looked up): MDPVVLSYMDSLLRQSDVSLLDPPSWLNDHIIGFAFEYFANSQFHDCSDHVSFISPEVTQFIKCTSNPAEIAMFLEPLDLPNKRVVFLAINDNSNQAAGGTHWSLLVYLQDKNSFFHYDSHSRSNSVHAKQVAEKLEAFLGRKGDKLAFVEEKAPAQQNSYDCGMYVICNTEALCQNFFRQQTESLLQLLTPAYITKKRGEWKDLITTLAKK
* marks the source's active call; other numbers are inactive results; i = inactive. Not all compounds are listed. The share of hits here may be higher or lower than overall.

SMILES	SENP1 inh	SENP8 block
CNC(=O)C1(C)CCN1C(=O)Cc1ccc(C(C)C)cc1 (stereo not drawn)	3	12
COc1ccc(C#Cc2cccc(-c3nc(C(=O)NCCCN4CCOCC4)cc4c3[C@H](CCO)N(S(=O)C(C)(C)C)C4)c2)cc1OC (stereo partly drawn)	-2	-59
CN(Cc1ccco1)C(=O)[C@H](Cc1ccccc1)NC(=O)CC[C@H]1O[C@@H](n2ccc(=O)[nH]c2=O)[C@H](O)[C@@H]1O	0	19
O=C(NCc1ccccc1)C(c1ccccc1F)n1c(=O)c(-c2ccco2)nc2ccccc21 (stereo not drawn)	-33	-408
CC(=O)Nc1ccc(C(=O)N2CCCC(c3cc(C(=O)NCc4ccc(F)cc4)no3)C2)cc1 (stereo not drawn)	-1	18
CCCCc1c(-c2ccccc2OC)ncn1Cc1cccc(-c2ccccc2)c1	2	-2
CNc1cncc(-c2cccc(C(=O)NCCN(C)C)c2)n1	-3	i
CC1(C(=O)Nc2ccc3[nH]ncc3c2)CCN1C(=O)CC(c1ccccc1)c1ccccc1 (stereo not drawn)	-2	11
COc1cc(F)ccc1-c1cc(C(=O)NCc2cccs2)[nH]n1	0	9
CC(=O)NCCNC(=O)C1(C)Cc2c(-c3cccc(C(N)=O)c3)ccnc2O1 (stereo not drawn)	-1	7

Some of the entries so far, in markdown.
| SMILES | SENP1 inh | SENP8 block |
| --- | --- | --- |
| CCCCc1c(-c2ccccc2OC)ncn1Cc1cccc(-c2ccccc2)c1 | 2 | -2 |
| O=C(NCc1ccccc1)C(c1ccccc1F)n1c(=O)c(-c2ccco2)nc2ccccc21 (stereo not drawn) | -33 | -408 |
| COc1cc(F)ccc1-c1cc(C(=O)NCc2cccs2)[nH]n1 | 0 | 9 |

The listing picks up with the two entries that preceded the break.
SMILES	SENP1 inh	SENP8 block
COc1cc(F)ccc1-c1cc(C(=O)NCc2cccs2)[nH]n1	0	9
CC(=O)NCCNC(=O)C1(C)Cc2c(-c3cccc(C(N)=O)c3)ccnc2O1 (stereo not drawn)	-1	7
CN(CCc1ccccc1)c1cc2c(c3c1ccn3C)C1CCC2C1 (stereo not drawn)	1	3
CCCNC(=O)C1(C)CCCN(Cc2cccc(Oc3ccccc3)c2)C1 (stereo not drawn)	3	19
C=CCOc1cccn2c(N(C)C(=O)c3ccccc3F)c(CC)nc12	-4	14
COCc1cccc(-c2csc(C(N)c3ccc(F)c(F)c3)n2)c1 (stereo not drawn)	-1	-13
CCCCn1nnnc1C1(C)CCC(=O)N1CC1CCCCC1 (stereo not drawn)	-1	7
Cc1ccc(S(=O)(=O)N2[C@H](c3ccccc3)CC(=O)[C@@H]3CN(S(=O)(=O)c4ccccc4C)[C@H](c4ccccc4)C[C@@H]32)cc1	-4	21
CCCS(=O)(=O)NC(=O)C1(C)CCCN(C(=O)c2ccccc2OC(F)(F)F)C1 (stereo not drawn)	-1	18
CCOC(=O)C1=CCC(c2cc3ccccc3[nH]2)NC1 (stereo not drawn)	-61	-453
COc1ccccc1-c1cnc(C(O)c2ccc(CN3CCCC3)cc2)[nH]1 (stereo not drawn)	0	11
COc1cccc(CNC(=S)Nc2ccc3c(c2)c(=O)n(C)n3Cc2ccc(F)cc2)c1	-3	-488
COc1ccc(-n2nnnc2C(c2ccccc2)N2CCN(C/C=C/c3ccccc3)CC2)cc1 (stereo not drawn)	-1	12
COc1ccc(CC(N)c2csc(NC(=O)Nc3ccccc3Oc3ccccc3)n2)cc1 (stereo not drawn)	0	16
COc1ccc2c(c1)c[n+](C)c1c3cc(OC)c(OC)cc3ccc21	0	-120
COCCNC(=O)C1(C)CCCN(Cc2ccc(Cl)nc2)C1 (stereo not drawn)	1	13
COc1ccc(S(=O)(=O)N2CCCCC2c2cc(C(=O)NCc3ccccc3)no2)cc1 (stereo not drawn)	-2	11
CSc1ccc(CN2CCC2(C)C(=O)NCc2ccccc2Br)cc1 (stereo not drawn)	3	4
CCCCCNC(=O)C(C1CC1)n1c(=O)c(-c2ccccc2)nc2ccccc21 (stereo not drawn)	-5	-380
Cc1ccccc1S(=O)(=O)NC(=O)C1(C)CCN1C(=O)Cc1ccccc1Cl (stereo not drawn)	1	20
CC1(C(=O)NS(=O)(=O)c2ccc(Cl)cc2)CCN1C(=O)Cc1ccc(-c2ccccc2)cc1 (stereo not drawn)	3	4
COC(=O)[C@]12CCCCC=C1N(Cc1ccccc1)C(=O)[C@H](CC(=O)NCCc1ccccc1OC)C2	0	3

Continued; it opens with the 2 that closed the last part.
SMILES	SENP1 inh	SENP8 block
CC1(C(=O)NS(=O)(=O)c2ccc(Cl)cc2)CCN1C(=O)Cc1ccc(-c2ccccc2)cc1 (stereo not drawn)	3	4
COC(=O)[C@]12CCCCC=C1N(Cc1ccccc1)C(=O)[C@H](CC(=O)NCCc1ccccc1OC)C2	0	3
COc1ccc(-c2oc3c(c2C#CCCCCO)C(OCCO)CC3)cc1 (stereo not drawn)	-18	-176
O=C(NCc1cc(Cl)cc(Cl)c1)c1csc([C@@H]2O[C@H](CO)[C@H](O)[C@H](O)[C@H]2O)n1	2	14
CC1(C(=O)Nc2ccc3ccccc3c2)CCC(=O)N1C1CCN(Cc2ccccc2)CC1 (stereo not drawn)	0	14
Cc1ccc2nc(-c3ccccn3)c(N)n2c1	-9	-33
O=C(NC1CCCCC1)C(CCc1ccccc1)n1c(=O)c(-c2ccccc2)nc2ccccc21 (stereo not drawn)	-1	-376
COc1ccc(C(=O)C(=O)N2CCN(c3ccc(C)cc3)CC2)cc1OC	-5	12
Cc1ccc(NC(=O)C2(C)CCN2CCc2ccccc2)cc1 (stereo not drawn)	-1	13
CCCOc1ccc(F)cc1-c1cc(C(=O)Nc2ccc(OC)c(OC)c2)[nH]n1	1	23
CC(C)C[C@@H](CN1CCC[C@H]1CN1C(=O)C(=O)NC[C@@H]1Cc1ccc(O)cc1)N1C[C@H](Cc2ccccc2)N(CC2CCCCCC2)C(=O)C1=O	1	18
CC1(C(=O)NC2CCN(Cc3ccccc3)CC2)CCN1CCc1ccccc1 (stereo not drawn)	3	18
CCCc1nc2c(C)cc(Br)cn2c1Cc1ccccc1	-4	3
COC(=O)Cn1c(C(=O)N(C)C)cc2c1C[C@H]1CN(C(=O)c3ccccc3)[C@@](Cc3ccc(F)cc3)(C(=O)OC)[C@@H]21	-2	-27
CC1(c2nnnn2Cc2ccccc2)CCC(=O)N1Cc1cccs1 (stereo not drawn)	-1	19
CCCCN(C)C(=O)c1[nH]c(C(F)(F)F)nc1-c1ccccc1	1	11
Cc1ccc(S(=O)(=O)N2CCC(=O)N([C@H](COCc3ccc(Cl)c(Cl)c3)Cc3ccccc3)CC2)cc1	-6	2
Cn1ccc2c(N3CCOCC3)cc3c(c21)C1CCC3C1 (stereo not drawn)	4	18
COc1cc(CNc2ncnc3c2ncn3[C@H]2CN(Cc3cccc4ccccc34)C[C@@H](CO)O2)cc(OC)c1OC	-2	2
O=C(Nc1ccccc1Cl)c1cc(C2CCCN(C(=O)CCCc3ccccc3)C2)on1 (stereo not drawn)	0	13
CC1=C(C(=O)N(C(C)C)C(C)C)CC(CC(=O)NCc2cccs2)C(=O)N1Cc1ccc(C(C)(C)C)cc1 (stereo not drawn)	2	15
CCc1nc2ccc(C(=O)Nc3cccc(NS(C)(=O)=O)c3)cn2c1N(CC)Cc1cccc(Br)c1	-9	-1
CCOC(=O)C1CCCN(C(=O)c2cc(C(C)(C)C)nn2C)CC1 (stereo not drawn)	-2	16
Cc1cccc(C)c1NC(=O)C(c1ccccc1)N1CCN(C)CC1 (stereo not drawn)	4	17
COc1cccc(-c2cnc3c(NC=O)cc(-c4ccncc4)cn23)c1	-22	-173
COC(=O)[C@@]12C[C@@H](CC(=O)N3CCOCC3)C(=O)N(CCc3ccc(OC)c(OC)c3)C1=CCC(C)(C)C2	2	10
C=CCn1nc(C(=O)Nc2ccc(OC)cc2)cc1-c1sc(NC(=O)c2ccccc2)nc1C	-4	-57
Cc1cccc(C(=O)N2CCC(=O)N([C@H](COCc3ccc(Cl)cc3)Cc3ccccc3)CC2)c1	0	6
C=CCNc1ncnc2c1ncn2[C@H]1CN(Cc2ccccc2)C[C@@H](CO)O1	0	3
CN(C)c1ccc(-c2ccnc3c2CC(C)(C(=O)Nc2ccc4c(c2)OCO4)O3)cc1 (stereo not drawn)	1	i
COc1cc(OC)nc(Nc2nc(C(N)Cc3ccc(C(F)(F)F)cc3)cs2)n1 (stereo not drawn)	0	-28
CCCCCCCCN1C(=O)[C@H](CC(=O)NCc2cccc3ccccc23)C[C@@]2(C(=O)OCC)CCC=C12	1	14
CC(=O)NC(c1ccc(F)c(F)c1)c1nc(-c2ccc3c(c2)OCO3)cs1 (stereo not drawn)	4	-2
CC(=O)Nc1ccc(CNc2nc3cc(-c4ccc(F)cc4)sc3c(=O)n2C)cc1	-1	-174
O=C1NC[C@H](Cc2ccc(O)cc2)N(C[C@@H]2CCCN2C[C@H](Cc2ccccc2)N2C[C@H](Cc3ccccc3)N(CC3CCCCC3)C(=O)C2=O)C1=O	1	12
O=C1NC[C@H](CCCCN2C[C@@H](Cc3ccccc3)N(CC3CCCCC3)C(=O)C2=O)N(CCC2CCCCC2)C1=O	2	15
Cc1ccccc1S(=O)(=O)NC(=O)C1(C)CCN1C(=O)CCc1ccccc1 (stereo not drawn)	3	12
CCCNC(=O)C[C@H]1CC[C@@H]2[C@H](COC[C@@H](O)CN2C(=O)c2ccccn2)O1	2	11
CC(=O)Nc1ccc(CN2CCC2(C)C(=O)NC2CCN(Cc3ccccc3)CC2)cc1 (stereo not drawn)	-1	20
CC1(C(=O)NS(=O)(=O)c2cccc(Cl)c2)CCN1C(=O)CCc1ccc(Cl)cc1Cl (stereo not drawn)	3	7
COc1ccc(C(O)c2nc(-c3cc(F)cc(Cl)c3)cs2)cc1 (stereo not drawn)	1	3
CC1(C(=O)NS(=O)(=O)c2cccc(Cl)c2)CCN1C(=O)Cc1ccsc1 (stereo not drawn)	4	11

Four entries from above, set out differently.
COC(=O)Cn1c(C(=O)N(C)C)cc2c1C[C@H]1CN(C(=O)c3ccccc3)[C@@](Cc3ccc(F)cc3)(C(=O)OC)[C@@H]21
  SENP1 inh: -2 | SENP8 block: -27

Cc1ccccc1S(=O)(=O)NC(=O)C1(C)CCN1C(=O)CCc1ccccc1 (stereo not drawn)
  SENP1 inh: 3 | SENP8 block: 12

CC1=C(C(=O)N(C(C)C)C(C)C)CC(CC(=O)NCc2cccs2)C(=O)N1Cc1ccc(C(C)(C)C)cc1 (stereo not drawn)
  SENP1 inh: 2 | SENP8 block: 15

C=CCOc1cccn2c(N(C)C(=O)c3ccccc3F)c(CC)nc12
  SENP1 inh: -4 | SENP8 block: 14

The list goes on.
SMILES	SENP1 inh	SENP8 block
COC(=O)C1(C(=O)OC)C[C@H](/C=C/c2ccccc2)N(Cc2ccccc2OC)[C@@H]1c1cccc(Br)c1	-15	-40
CNc1cnc(-c2ccc(O)c(OC)c2)cn1	-4	-487
CC(C)Cc1ccc(-c2cc3nc(NCCOc4ccccc4)ccn3n2)cc1	-18	-499
CN1CCN(C(=O)c2ccc(Cc3cn(C)c4ccccc34)nc2)CC1	4	-3
COc1ccccc1-c1csc(C(O)c2cccc(Cl)c2)n1 (stereo not drawn)	2	21
CC1(C(=O)NS(=O)(=O)c2cccc(Cl)c2)CCN1C(=O)CC1CC1 (stereo not drawn)	4	18
CN1CCC(C)(C(=O)Nc2cccc3c2CCCC3)C1 (stereo not drawn)	2	23
CCC(CC)C(C(=O)NCc1ccccc1)N(C)Cc1ccc(Cl)c(Cl)c1 (stereo not drawn)	-7	-6
COc1ccc(CN2C[C@@H](CO)O[C@@H](n3cnc4c(N(C)C)ncnc43)C2)cc1	3	-2
COc1cccc(-c2cnc(C(O)c3ccc(SC)cc3)[nH]2)c1 (stereo not drawn)	0	-3
COc1ccc(NC(=O)c2sc(=O)n(Cc3ccc(S(=O)(=O)N(C)C)cc3)c2C)cc1	6	0
CCNC(=O)C1(C)CCCN(C(=O)c2sccc2C)C1 (stereo not drawn)	-1	17
CC[C@@H](NC(=O)[C@H](Cc1ccccc1)NC(=O)CC[C@H]1O[C@@H](n2ccc(=O)[nH]c2=O)[C@H](O)[C@@H]1O)c1ccccc1	2	11
CCCCN(C=O)c1c(CC)nc2ccc(C(=O)N(C)Cc3ccco3)cn12	-2	-26
CC(C)NC(=O)C1(C)CCN1C(=O)c1ccccc1Oc1ccccc1 (stereo not drawn)	1	2
COc1ccc(-c2csc(C(O)(c3ccccc3)C(F)(F)F)n2)cn1 (stereo not drawn)	1	19

From PubChem BioAssay
